U2OS ROS induce: cancer cell ROS induction; U2OS ROS induction, H2DCF-DA fluorescence; ROS induction (% of piperlongumine), % at 10 µM; 46,000 tested, 2% active; in the data active = ROS induction above about 79%, passing the limit was not always enough;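 also: 0% = DMSO vehicle median and 100% = reference compound median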
An asterisk follows results filed as active; & = joins results of further samples. These rows are one share of the data, so the mix of outcomes need not match the whole.

SMILES	U2OS ROS induce
Cc1noc(C)c1S(=O)(=O)Nc1ccc2c(c1)CC(=O)N([C@@H](C)CO)C[C@@H](C)[C@@H](CN(C)S(=O)(=O)c1ccccc1)O2	-1
Nc1nc(SCC(=O)Nc2ccccc2C(F)(F)F)n[nH]1	-4
O=C(NCc1ccccc1)[C@@]1(CCS(=O)(=O)c2ccccc2)COC(c2ccc(OCCCO)cc2)=N1	-5
C[C@H](CO)N1C[C@H](C)[C@H](CN(C)Cc2ccc(C(=O)O)cc2)Oc2ccc(NC(=O)C3CC3)cc2C1=O	-2
COc1ccc(NC(=O)NCc2ccc(C(=O)O)cc2)c(OC)c1	-11
COc1cccc2c1NC1CC(C)CCC1C2(C)C (stereo not drawn)	-3
C[C@@H]1CN([C@@H](C)CO)C(=O)c2cc(NC(=O)C3CC3)ccc2O[C@@H]1CN(C)C(=O)NC1CCCCC1	5
C[C@H](CO)N1C[C@H](C)[C@@H](CN(C)CC2CC2)Oc2c(NC(=O)c3ccc(-c4nccs4)cc3)cccc2C1=O	30
O=C(Oc1ccc(OC(=O)c2ccco2)cc1)c1ccco1	-3
Cc1noc(C)c1NC(=O)Nc1cccc2c1O[C@H](CN(C)C(=O)Nc1c(C)noc1C)[C@@H](C)CN([C@@H](C)CO)C2=O	-7
O=C(CSc1n[nH]c(-c2ccc(Cl)cc2)n1)NC1CC2CCC1C2 (stereo not drawn)	-5
COc1ccc2[nH]c3c(=O)n(CCCCC(=O)NCc4ccccc4)c(=S)[nH]c3c2c1	8
Cc1noc(C)c1NC(=O)Nc1cccc2c1O[C@@H](CN(C)Cc1ccc(-c3ccccc3)cc1)[C@@H](C)CN([C@H](C)CO)C2=O	11
C[C@H]1CN([C@@H](C)CO)C(=O)c2cccc(NC(=O)Nc3ccc(F)cc3)c2O[C@H]1CN(C)C	-3
C[C@H](CO)N1C[C@H](C)[C@H](CN(C)S(=O)(=O)c2cn(C)cn2)Oc2ccc(NC(=O)NC3CCCCC3)cc2CC1=O	13
CCC(CC)NC(=O)C1c2ccccc2Oc2ccccc21	-6
O=C(CSc1nc2c(c(=O)n1Cc1ccccc1)SCC2)NC1CCCC1	3
COc1ccc(S(=O)(=O)Nc2ccc3c(c2)C(=O)N([C@H](C)CO)C[C@@H](C)[C@@H](CN(C)S(=O)(=O)c2ccccc2)O3)cc1	-9
COc1ccc(NC(=O)Nc2ccc3c(c2)C(=O)N([C@H](C)CO)C[C@H](C)[C@H](CN(C)C(=O)CCCN(C)C)OCCCC[C@@H](C)O3)cc1	25
COC(=O)C1(Cc2ccc(O)c(CC=C(C)C)c2)OC(=O)C(OC)=C1c1ccc(O)c(O)c1 (stereo not drawn)	0
Cc1ccc(C(=O)c2ccc(Oc3ccccc3)cc2)cc1	2
COC(=O)c1ccc(CSc2nc(-c3ccc(OC)cc3)ns2)o1	1
Cc1ccc(-c2nc3ccccc3s2)cc1NC(=O)COc1ccc(Br)cc1	-9
COc1ccc(NC(=O)N(C)C[C@@H]2Oc3ccc(NC(=O)Nc4ccc(C(F)(F)F)cc4)cc3C(=O)N([C@@H](C)CO)C[C@H]2C)cc1	9
C[C@@H]1CN([C@@H](C)CO)C(=O)c2cc(NC(=O)Nc3ccc4c(c3)OCO4)ccc2O[C@H]1CN(C)Cc1ccc(Oc2ccccc2)cc1	10
Next part
SMILES	U2OS ROS induce
Cc1cccc(C)c1OCC(=O)Nc1cccc(C(=O)O)c1C	-5
COc1ccc(S(=O)(=O)N(C)C[C@@H]2Oc3ccc(NS(=O)(=O)c4cccs4)cc3C(=O)N([C@H](C)CO)C[C@@H]2C)cc1	8
Cn1nc(CC(=O)Nc2ccc(Oc3ccccc3)cc2)c2ccccc2c1=O	14
O=C(Nc1ccccc1C(F)(F)F)c1cnccn1	1
C[C@@H]1CN([C@@H](C)CO)C(=O)Cc2cc(N(C)C)ccc2O[C@@H]1CN(C)Cc1ccc(Cl)c(Cl)c1	5
C[C@@H]1CN([C@H](C)CO)C(=O)c2cccc(NS(=O)(=O)c3ccccc3)c2O[C@H]1CN(C)C	-3
Nc1ccc(OCC(O)C[n+]2ccccc2)cc1 (stereo not drawn)	-9
C[C@H](CO)N1C[C@H](C)[C@@H](CN(C)S(C)(=O)=O)Oc2ccc(NS(=O)(=O)c3cn(C)cn3)cc2C1=O	-2
COc1ccc(S(=O)(=O)Nc2cccc3c2O[C@@H](CN(C)Cc2ccc(C(=O)O)cc2)[C@@H](C)CN([C@@H](C)CO)C3=O)cc1	-4
COc1ccc(NC(=O)Nc2ccc3c(c2)C(=O)N([C@H](C)CO)C[C@H](C)[C@H](CN(C)S(=O)(=O)c2ccccc2)OCCCC[C@@H](C)O3)cc1	28
C[C@@H]1CN([C@H](C)CO)C(=O)Cc2cc(NC(=O)C3CCCCC3)ccc2O[C@@H]1CN(C)S(=O)(=O)c1cccs1	11
C[C@@H]1CN([C@H](C)CO)C(=O)Cc2cc(NS(=O)(=O)c3ccc(Cl)cc3)ccc2O[C@H]1CN(C)S(=O)(=O)c1cn(C)cn1	3
Cc1ccc(S(=O)(=O)Nc2ccc3c(c2)C(=O)N([C@H](C)CO)C[C@@H](C)[C@@H](CN(C)Cc2ccc(-c4ccccc4)cc2)O3)cc1	27
C[C@@H]1CN([C@@H](C)CO)C(=O)c2cc(NC(=O)Nc3ccc(F)cc3)ccc2O[C@H]1CN(C)C	-11
O=C(CCn1nc(-c2ccccc2)c2ccccc2c1=O)Nc1cccc(Br)c1	27
CCC(Sc1nc(C)cc(=O)[nH]1)C(=O)Nc1ccccc1C#N (stereo not drawn)	-2
CC1(C)Cc2c(sc3ncn4nc(-c5ccccc5)nc4c23)C(C)(C)N1	28
CC(C)NC(=O)CSCc1cnn(-c2ccccc2)c1-n1cccc1	-5
Cc1ccc(-c2ccc(=O)n(CC(=O)NCCN3CCCCC3C)n2)cc1 (stereo not drawn)	0
C[C@H]1CN([C@@H](C)CO)C(=O)Cc2cc(NC(=O)Cc3ccccc3)ccc2O[C@@H]1CN(C)S(=O)(=O)c1cn(C)cn1	4
Cc1noc(C)c1NC(=O)N(C)C[C@H]1Oc2c(NS(=O)(=O)c3ccc(Cl)cc3)cccc2C(=O)N([C@@H](C)CO)C[C@H]1C	-9
CN(C)CCCOc1ccc(/C=N/NC(=O)c2ccccn2)cc1	16
CC(C)S(=O)(=O)N[C@@H]1CCN(Cc2ccc(OCCO)cc2)C1	13
CCCNC(=O)c1ccc2c(c1)N(Cc1ccc(F)cc1)CCS2	-17
O=C(Nc1ccccc1)Nc1nc(=O)c2ccccc2s1	-13
The results go on.
SMILES	U2OS ROS induce
C[C@H]1CN([C@@H](C)CO)C(=O)Cc2cc(NS(=O)(=O)c3cccs3)ccc2O[C@H]1CN(C)S(=O)(=O)c1cccs1	18
Cc1ccc(S(=O)(=O)N(C)C[C@@H]2Oc3ccc(NC(=O)Nc4ccc5c(c4)OCO5)cc3C(=O)N([C@@H](C)CO)C[C@@H]2C)cc1	2
C[C@H]1CN([C@@H](C)CO)C(=O)c2cccc(NC(=O)Nc3ccccc3)c2O[C@H]1CN(C)S(C)(=O)=O	7
C[C@H](CO)N1C[C@H](C)[C@H](CN(C)S(=O)(=O)c2cccs2)Oc2ccc(NS(=O)(=O)c3cn(C)cn3)cc2CC1=O	-10
C[C@@H]1CN([C@H](C)CO)C(=O)c2cc(NS(=O)(=O)c3ccccc3)ccc2O[C@H]1CN(C)Cc1ccc2c(c1)OCO2	12
Cc1cccc(S(=O)(=O)N(C)C[C@H]2OCc3cnnn3CCCC(=O)N([C@@H](C)CO)C[C@H]2C)c1	2
CC1=CC(C)C2(COC(=O)Nc3ccccc3)COC(c3cccnc3)C1C2C (stereo not drawn)	-2
C[C@@H]1CN([C@H](C)CO)C(=O)c2cccc(NC(=O)C3CCOCC3)c2O[C@H]1CN(C)CC1CCCCC1	7
C[C@@H]1CN([C@H](C)CO)C(=O)c2cc(NC(=O)Nc3ccc(C(F)(F)F)cc3)ccc2O[C@H]1CN(C)C(=O)Nc1cccc2ccccc12	41
Cc1c(NC(=O)C(C)N2C(=O)c3ccccc3C2=O)c(=O)n(-c2ccccc2)n1C (stereo not drawn)	42
O=C(O)c1cc(=O)c2c(Cl)cc(Cl)cc2[nH]1	-5
C[C@@H]1CCCCO[C@H](CN(C)S(=O)(=O)c2cccs2)[C@@H](C)CN([C@H](C)CO)C(=O)c2cc(NC(=O)Nc3ccccc3)ccc2O1	37
C[C@H]1CN([C@@H](C)CO)C(=O)c2cccc(NS(C)(=O)=O)c2O[C@H]1CN(C)Cc1ccc(Oc2ccccc2)cc1	24
CC(=O)N(/N=C1\Sc2ccccc2C1=O)c1ccccc1	-8
C[C@H](CO)N1C[C@H](C)[C@H](CN(C)Cc2ccc(C(=O)O)cc2)Oc2ccc(NC(=O)Nc3ccc4c(c3)OCO4)cc2CC1=O	0
Cc1noc(C)c1NC(=O)Nc1cccc2c1O[C@H](CN(C)C(=O)Nc1ccccc1)[C@@H](C)CN([C@@H](C)CO)C2=O	-6
C[C@H]1CN([C@@H](C)CO)C(=O)c2cccc(N(C)C)c2O[C@@H]1CN(C)Cc1ccc(C(=O)O)cc1	-5
C[C@@H]1CN([C@H](C)CO)C(=O)Cc2cc(NS(=O)(=O)c3ccc(Cl)cc3)ccc2O[C@H]1CN(C)Cc1ccc(-c2ccccc2)cc1	38
CC(NC(=O)c1ccc2c(c1)OCO2)c1ccccc1 (stereo not drawn)	-15
C[C@H](CO)N1C[C@H](C)[C@@H](CN(C)S(=O)(=O)c2cn(C)cn2)Oc2ccc(NS(C)(=O)=O)cc2C1=O	-6
CCN(CCS(=O)(=O)c1ccc(Cl)cc1)C(=O)Nc1ccc(Cl)cc1	12
O=C(O)CCCC=C(c1ccccc1)c1ccccc1	4
COc1cc(NS(=O)(=O)c2ccc(NC(=O)c3ccccc3)cc2)nc(OC)n1	27
CCOC(=O)c1c(NC(=S)NC(=O)c2ccc3c(c2)OCCO3)sc(C(=O)OC)c1C	-19
Cc1sc2ncnc(SCC(=O)O)c2c1C	9

In the list so far, these contain fluorine.
SMILES	U2OS ROS induce
Nc1nc(SCC(=O)Nc2ccccc2C(F)(F)F)n[nH]1	-4
C[C@H]1CN([C@@H](C)CO)C(=O)c2cccc(NC(=O)Nc3ccc(F)cc3)c2O[C@H]1CN(C)C	-3
COc1ccc(NC(=O)N(C)C[C@@H]2Oc3ccc(NC(=O)Nc4ccc(C(F)(F)F)cc4)cc3C(=O)N([C@@H](C)CO)C[C@H]2C)cc1	9
O=C(Nc1ccccc1C(F)(F)F)c1cnccn1	1
C[C@@H]1CN([C@@H](C)CO)C(=O)c2cc(NC(=O)Nc3ccc(F)cc3)ccc2O[C@H]1CN(C)C	-11
CCCNC(=O)c1ccc2c(c1)N(Cc1ccc(F)cc1)CCS2	-17
C[C@@H]1CN([C@H](C)CO)C(=O)c2cc(NC(=O)Nc3ccc(C(F)(F)F)cc3)ccc2O[C@H]1CN(C)C(=O)Nc1cccc2ccccc12	41

Further structures follow.
SMILES	U2OS ROS induce
Cc1ccc(S(=O)(=O)Nc2cccc3c2O[C@H](CN(C)Cc2ccc(-c4ccccc4)cc2)[C@H](C)CN([C@H](C)CO)C3=O)cc1	47
O=C1CCC(=O)N(O)CCCCCNC(=O)CCC(=O)N(O)CCCCNC(=O)CCC(=O)N(O)CCCCN1	5
CNC[C@H]1Oc2ccc(NC(=O)C3CCCCC3)cc2C(=O)N([C@@H](C)CO)C[C@H]1C	35
CN(CCO)S(=O)(=O)c1cccc(C(=O)O)c1	-2
CSc1nc2cc(Oc3ccc4ccccc4c3)c(Cl)cc2[nH]1	2
CCOC(=O)c1cc(S(=O)(=O)N(C)Cc2ccccc2)cn1C	-8
Cc1ccc(S(=O)(=O)Nc2cccc3ccccc23)cc1	8
COc1cc2nc(N(C)CCCNC(=O)C3CCCO3)nc(N)c2cc1OC (stereo not drawn)	1&-1
CCN(CC(=O)Nc1cc([N+](=O)[O-])ccc1C)S(=O)(=O)c1ccc(C)cc1	-4
C[C@H]1CN([C@@H](C)CO)C(=O)c2cc(NS(=O)(=O)c3cccs3)ccc2O[C@@H]1CN(C)S(=O)(=O)c1ccc(F)cc1	-5
O=C(CSc1nc2ccccc2s1)NCCC12CC3CC(CC(C3)C1)C2	12
Cc1cc(C)n2nc(-c3ccc(C(C)(C)C)cc3)cc2n1	-8
Cc1ccc(S(=O)(=O)N(C)C[C@H]2Oc3ccc(NC(=O)Cn4cnnn4)cc3C(=O)N([C@@H](C)CO)C[C@@H]2C)cc1	9
O=c1c2sccc2[nH]c(=S)n1CC1CCCO1 (stereo not drawn)	-6
CCc1ccc(C2C(C#N)=C(N)N(N3CCOCC3)C3=C2C(=O)CC(C)(C)C3)cc1 (stereo not drawn)	-9
O=C(O)c1ccc(/C=N/N2C(=O)c3cccc4cccc(c34)C2=O)cc1	13
C[C@H](CO)N1C[C@H](C)[C@H](CN(C)C(=O)Nc2ccc3c(c2)OCO3)Oc2ccc(NC(=O)Cc3cn(C)c4ccccc34)cc2CC1=O	-9
C[C@H]1CN([C@@H](C)CO)C(=O)Cc2cc(NS(=O)(=O)c3cn(C)cn3)ccc2O[C@H]1CN(C)Cc1ccc(Oc2ccccc2)cc1	89*
CC(=O)NC1C(=O)Nc2ccccc2S(=O)(=O)C1c1ccccc1 (stereo not drawn)	8
O=C(Nc1ccn(C2OC(CO)C(O)C2O)c(=O)n1)c1ccccc1 (stereo not drawn)	-17
C[C@@H]1CN([C@H](C)CO)C(=O)c2cc(NC(=O)Nc3cccc4ccccc34)ccc2O[C@H]1CN(C)S(=O)(=O)c1ccccc1	12
CC(=O)Nc1ccc(NC(=O)CCSc2ccccc2)cc1	-2

7 entries out of the list, arranged by number of heavy atoms, ascending:
SMILES	U2OS ROS induce
CCCNC(=O)c1ccc2c(c1)N(Cc1ccc(F)cc1)CCS2	-17
O=C(CSc1nc2ccccc2s1)NCCC12CC3CC(CC(C3)C1)C2	12
Cc1ccc(-c2ccc(=O)n(CC(=O)NCCN3CCCCC3C)n2)cc1 (stereo not drawn)	0
COc1ccc2[nH]c3c(=O)n(CCCCC(=O)NCc4ccccc4)c(=S)[nH]c3c2c1	8
C[C@H]1CN([C@@H](C)CO)C(=O)Cc2cc(NC(=O)Cc3ccccc3)ccc2O[C@@H]1CN(C)S(=O)(=O)c1cn(C)cn1	4
Cc1ccc(S(=O)(=O)N(C)C[C@@H]2Oc3ccc(NC(=O)Nc4ccc5c(c4)OCO5)cc3C(=O)N([C@@H](C)CO)C[C@@H]2C)cc1	2
COc1ccc(NC(=O)N(C)C[C@@H]2Oc3ccc(NC(=O)Nc4ccc(C(F)(F)F)cc4)cc3C(=O)N([C@@H](C)CO)C[C@H]2C)cc1	9
